# STEP block – blocks human striatal-enriched tyrosine phosphatase; P54829; recombinant STEP, OMFP fluorogenic substrate, fluorescence; inhibition, % at 20 µM; 360,000 tested, 0.25% active; AID 588621;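 active means inhibition at 20 µM, scaled per plate between control wells, above about 37%, limit read from the data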;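 further: 0% = DMSO with enzyme and substrate and 100% = substrate only without enzyme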
#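 Material: STEP (striatal-enriched tyrosine phosphatase) enzyme, cell-free; Compound dosing: 20 µM single dose in 1% DMSO; Technique: fluorescence read at 480 nm ex / 540 nm em; Times: reaction 20 min, ambient temperature; Medium: 50 mM Bis-Tris pH 6.0 with 2.5 mM DTT and 0.005% Tween 20; Also added: OMFP at 25 µM.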
# DNMT1 inh – inhibitors of human DNMT1 | P26358 | DNMT1 molecular beacon, Hinp1I cleavage, fluorescence | inhibition (reported as % activation of signal), % at 10 µM | 360,000 tested, 0.83% active; in the data active means inhibition above about 50%
# SKN-1 inh – inhibitors of C. elegans SKN-1; C. elegans VP596 Pgst-4::GFP/RFP ratio, acrylamide-induced, 24 h; inhibition, % at 21.8 µM; 360,000 tested, 0.49% active; AID 624304;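 active means interference check ratio from 0.5 to 1.5 plus GFP to RFP signal ratio inhibition reaching or exceeding a fixed threshold, cut at about 30% in these data, passing the limit was not always enough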; further: some compounds called inactive have numbers as strong as hits
# NadD block – NadD (S. aureus) enzyme inhibition; purified NadD enzyme, colorimetric absorbance read-out; inhibition, % at 20 µM; 360,000 tested, 0.78% active; in the data active means inhibition above about 26%; further: some compounds past the cut are filed as inactive
# TbMetRS inhib – blocks T. brucei methionyl-tRNA synthetase activity; purified T. brucei MetRS, ATP depletion, Kinase-Glo luminescence; 360,000 tested, 0.4% active; AID 624268; inhibition, % at 11.9 µM;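 active means inhibition above a per-plate cutoff of the control wells' mean inhibition plus 3 SD, cut at about 5.5% in these data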;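 further: 0% = DMSO wells median and 100% = median of wells with control inhibitor compound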
#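 Dosing: 11.9 µM single point; system: parasite MetRS enzyme; technique: luminescence of leftover ATP; times: 15 min enzyme-compound preincubation, 2 h reaction, 10 min detection, 25 °C; replicates: each compound tested once; read-out basis: percent inhibition relative to median high and low control wells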
# CendR NRP1 mod – NRP-1/CendR interaction modulation | inhibition, % at 25 µM | 360,000 tested, 0.85% active | FAM-RPARPAR peptide binding to NRP-1, fluorescence polarization;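 active means inhibition or corrected inhibition above about 18%, plus a signal ratio from 0.5 to 1.5, limit read from the data, passing the limit was not always enough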; further: strong numbers were not always called active
# Target sequence (O14786 whole entry, looked up): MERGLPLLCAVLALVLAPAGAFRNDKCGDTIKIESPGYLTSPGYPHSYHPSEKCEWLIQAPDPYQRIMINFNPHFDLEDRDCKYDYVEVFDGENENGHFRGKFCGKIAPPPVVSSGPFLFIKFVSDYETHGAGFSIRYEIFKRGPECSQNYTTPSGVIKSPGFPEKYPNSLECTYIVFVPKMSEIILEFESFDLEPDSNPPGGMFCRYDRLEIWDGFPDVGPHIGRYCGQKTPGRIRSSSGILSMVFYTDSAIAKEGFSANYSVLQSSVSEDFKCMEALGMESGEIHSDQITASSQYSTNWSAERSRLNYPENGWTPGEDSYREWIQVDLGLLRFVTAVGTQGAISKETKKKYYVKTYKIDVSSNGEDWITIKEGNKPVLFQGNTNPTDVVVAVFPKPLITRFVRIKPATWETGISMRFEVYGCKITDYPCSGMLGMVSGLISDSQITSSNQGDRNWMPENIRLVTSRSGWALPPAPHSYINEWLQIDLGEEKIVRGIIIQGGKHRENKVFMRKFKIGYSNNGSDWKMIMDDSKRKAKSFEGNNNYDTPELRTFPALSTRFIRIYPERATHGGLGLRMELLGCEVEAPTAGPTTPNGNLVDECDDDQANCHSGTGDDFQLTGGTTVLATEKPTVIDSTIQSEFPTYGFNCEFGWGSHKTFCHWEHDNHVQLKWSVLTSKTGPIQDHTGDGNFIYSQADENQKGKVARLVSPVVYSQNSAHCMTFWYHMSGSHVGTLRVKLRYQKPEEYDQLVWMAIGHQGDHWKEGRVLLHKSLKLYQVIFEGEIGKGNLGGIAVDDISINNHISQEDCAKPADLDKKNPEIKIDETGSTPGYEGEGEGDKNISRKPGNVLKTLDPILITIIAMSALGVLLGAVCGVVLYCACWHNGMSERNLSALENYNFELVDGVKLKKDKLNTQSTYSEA
# Scp-1 inhibitor – Scp-1 (human) phosphatase inhibition; Q9GZU7; Recombinant Scp1, phosphopeptide, malachite green phosphate absorbance; inhibition, % at 20 µM; 340,000 tested, 0.88% active; AID 493091;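 active means inhibition above about 50% at 20 µM, limit read from the data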;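 further: plate controls were DMSO wells with enzyme for no effect and wells lacking enzyme for full effect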
# Target sequence (Q9GZU7 76-261 limits assumed): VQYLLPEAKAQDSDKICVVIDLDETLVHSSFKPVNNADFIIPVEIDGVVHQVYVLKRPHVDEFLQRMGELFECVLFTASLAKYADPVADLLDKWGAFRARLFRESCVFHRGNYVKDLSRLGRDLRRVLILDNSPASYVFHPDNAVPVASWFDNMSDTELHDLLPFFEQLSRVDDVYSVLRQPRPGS
#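 Material: truncated SCP-1 phosphatase (76-261aa) / Buffer or medium: 50 mM Tris acetate pH 5.5, 0.005% Tween-20, 10 mM MgCl2 / Compound dosing: one concentration, 20 µM, with 1.0% DMSO / Incubation: 45 min room-temperature reaction, 5 min colour, 30 min stabiliser / Detection: colorimetric free-phosphate detection, absorbance 630 nm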
# SUMO1 PPI mod – alters human SUMO1 binding to SIM partners; P63165; SUMO1 binding to a labelled peptide, TR-FRET, 1 h; inhibition, % at 20 µM; 360,000 tested, 0.33% active; AID 602429; in the data active means inhibition above about 37%
# LMPTP inh – blocks human LMPTP phosphatase; 360,000 tested, 0.22% active; recombinant LMPTP-A, OMFP fluorogenic substrate, fluorescence intensity; AID 651560; P24666; inhibition, % at 20 µM;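 active means compounds that cut the enzyme signal by at least half of the control window in the single-dose screen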;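 further: plate controls were DMSO wells with enzyme plus substrate for no effect and substrate without enzyme for full effect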
#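 material = LMPTP-A | quantity = 0.625 nM enzyme | reagent = OMFP substrate, 400 µM final | buffer or medium = Bis-Tris pH 6.0, DTT, detergent | detection = endpoint fluorescence intensity from OMFP dephosphorylation | dosing = single 20 µM dose | read-out basis = % inhibition relative to no-enzyme and uninhibited control wells | control set = no-enzyme and uninhibited controls | timing = 50 min at room temperature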
# Neddylation inh – cullin neddylation inhibition; P61081+Q13564; TR-FRET cullin neddylation, biochemical; calls only at 25 µM; 360,000 tested, 0.58% active; in the data active means inhibition above about 36%
# The depositor's hits bear a star; i = inactive; nt = no result given. Hits appear at their usual frequency. Share with any hit: about 4.6%.
# Below each compound – STEP block | DNMT1 inh | SKN-1 inh | NadD block | TbMetRS inhib | CendR NRP1 mod | Scp-1 inhibitor | SUMO1 PPI mod | LMPTP inh | Neddylation inh
- CNC(=O)OCc1nc(SC2CCCCO2)n(C)c1COC(=O)NC (centres undefined)
  -2 | 2 | 18 | -2 | -0.5 | -8 | nt | 4 | -1.7 | i
- Cc1cc(C(F)(F)F)nn1Cc1ccc(C(=O)NCc2ccco2)o1
  -2 | -10 | -6 | 0 | -0.2 | -14 | -11 | 1 | -1.6 | i
- COc1ccc(/C=C2\CCCC3C2=NN(C(=O)c2scnc2C)C3c2ccc(OC)c(OC)c2)cc1OC (centres undefined)
  5 | 1 | 12 | 0 | -0.1 | -16 | -4 | 2 | 3.8 | nt
- O=C(CSc1nnc(NC2CC2)s1)Nc1ccc(N2CCOCC2)cc1
  -2 | 0 | -30 | 0 | -0.4 | -5 | -3 | -2 | -0.9 | i
- Cc1ccc([N+](=O)[O-])cc1N=Cc1ccc(Br)s1
  -3 | 2 | 1 | -2 | -0.6 | 7 | -3 | -7 | -1.3 | i
- CC1CCN(CCCNC(=O)c2ccc(CS(=O)(=O)Cc3ccccc3F)o2)CC1
  3 | -3 | 6 | -2 | -0.5 | -15 | -7 | -1 | -1.0 | i
- COc1cc2c(cc1OC)C(=O)C(c1ccc3c(c1)OCO3)CC2 (centres undefined)
  2 | 5 | 19 | 6 | 0.0 | 3 | nt | -2 | 1.4 | i
- Cc1ccc(CCNS(=O)(=O)c2cc3c(cc2C)n(C)c(=O)c(=O)n3C)cc1
  -2 | -1 | 1 | -4 | -0.5 | 8 | -4 | 2 | -0.7 | i
- C=CCn1c(CSCc2ccc(Cl)cc2)nnc1SCC(=O)NCc1ccccc1
  5 | 0 | -13 | -6 | -0.1 | -10 | 5 | 1 | 2.1 | i
- CC(C)CC1NC(=O)N(CC(=O)Nc2ccc(-c3ccccc3)cc2)C1=O (centres undefined)
  0 | -6 | 8 | -7 | -0.5 | -8 | -5 | 1 | 1.9 | i
- Cc1cc(Nc2cccc(F)c2)n2ncnc2n1
  1 | -3 | 8 | 5 | 0.8 | 4 | -1 | 3 | -0.9 | i
- COc1ccc(C(CNC(=O)c2ccco2)N2CCCC2)cc1 (centres undefined)
  -5 | 1 | 11 | 2 | 0.3 | -4 | -5 | -2 | 0.4 | i
- CC(NC(=O)CCn1ccc2cc(S(=O)(=O)N3CCCC3)ccc21)c1ccccc1 (centres undefined)
  -3 | -2 | 26 | -9 | -0.5 | -1 | -9 | 0 | -0.9 | i
- Cc1ccc2sc(-c3ccc(NC(=O)c4cc(-n5cnnc5)ccc4Cl)cc3)nc2c1
  9 | 2 | 8 | 8 | -0.4 | -7 | 1 | -2 | 0.0 | i
- COc1ccc(CC(=O)OC(C)C(=O)NC2CCCCC2C)cc1 (centres undefined)
  0 | -1 | 11 | 1 | -0.3 | 17 | -7 | 1 | -0.9 | i
- COC(=O)[C@H](Cc1ccccc1)NC(=O)Cn1cnc2c(NCc3ccccc3)ncnc21
  -3 | 3 | -10 | -4 | 0.3 | -1 | 7 | -6 | -1.9 | i
- CCCCc1cc(=O)oc2cc(C)cc(OC(C)C(=O)NCc3ccncc3)c12 (centres undefined)
  -4 | 0 | -4 | -1 | -0.4 | 5 | -8 | 1 | -1.1 | nt
- COc1cc([N+](=O)[O-])ccc1NC(=O)CCCOc1cc(C)ccc1C
  -4 | -2 | -4 | 5 | 0.6 | 9 | 6 | -2 | -0.5 | i
- CCCCCn1c(CN2CCN(C)CC2)nc2c1c(=O)n(C)c(=O)n2C
  -2 | 4 | 12 | -6 | -0.5 | -1 | -1 | 4 | -0.9 | i
- O=C(O)c1ccc(N2C(=O)CC(N3CCN(c4ccc(Cl)cc4)CC3)C2=O)cc1 (centres undefined)
  2 | -1 | -11 | 3 | -0.1 | -5 | -7 | -1 | -2.6 | i
- COc1cccc(CN(C)C(=O)c2ccc(Oc3ccccc3)cc2)c1OC
  0 | -1 | 7 | -6 | -0.5 | -1 | -9 | 5 | 0.0 | i
- CCN(CC)CCCn1c(SCC(=O)Nc2cccc(F)c2)nnc1-c1ccoc1C
  2 | 11 | -2 | -4 | 0.3 | -2 | -5 | 6 | 0.7 | i
- COc1cc(OC)cc(C(=O)NNC(=O)CCC(=O)c2cccs2)c1
  -2 | -1 | -10 | -5 | -0.4 | -12 | -5 | 3 | -0.6 | i
- CNC(=O)COc1ccc(-c2nn(C)c(=O)c3ccccc23)cc1
  -2 | 6 | -15 | 11 | -0.6 | -3 | -7 | 2 | -3.2 | i
- O=C(Cc1cccs1)N1CCCC(c2nc3c(nnn3Cc3ccccc3Cl)c(=O)[nH]2)C1 (centres undefined)
  -4 | -1 | 0 | 9 | -1.3 | 0 | -2 | 3 | -0.4 | i
- COc1ccc(S(=O)(=O)N(C)CC(=O)N2CCCC2)cc1Cl
  -1 | 1 | -17 | -7 | -0.2 | -1 | -3 | -3 | -2.1 | i
- COCCOCC(O)CN1CCN(c2ccc(C)cc2)CC1 (centres undefined)
  -3 | 2 | 3 | -1 | 0.5 | 2 | -3 | 1 | -0.6 | i
- COC(=O)c1ccc(NS(=O)(=O)c2ccc(SC)cc2)cc1
  -1 | -2 | 11 | -7 | 0.0 | -7 | -18 | 2 | 2.3 | i
- CN(Cc1ccc2c(c1)CCCN2C)C(=O)[C@H]1O[C@@H](n2ccc(=O)[nH]c2=O)[C@H](O)[C@@H]1O
  -4 | 2 | 17 | 3 | -0.7 | 27* | nt | -8 | -0.6 | i
- CCOc1cccc(C2C(C#N)=C(N)Oc3cc(C)[nH]c(=O)c32)c1OCC (centres undefined)
  -1 | -1 | -5 | -4 | -0.2 | -4 | 1 | 2 | 2.3 | i

# (more compounds)
# Below each compound – STEP block | DNMT1 inh | SKN-1 inh | NadD block | TbMetRS inhib | CendR NRP1 mod | Scp-1 inhibitor | SUMO1 PPI mod | LMPTP inh | Neddylation inh
- COc1ccc(C)cc1S(=O)(=O)N(C)CC(=O)N1CCC(C)CC1
  1 | 0 | 11 | 8 | -0.3 | 7 | -8 | 1 | -0.6 | i
- COc1cccc(NC(=O)Nc2ccc3c(c2)nc(C)n3C)c1
  -1 | 1 | 4 | 2 | -1.0 | -1 | -3 | 2 | 0.9 | i
- Cn1c(C(=O)N2CCCC(C(=O)NCCCc3ccccc3)C2)cc2sccc21 (centres undefined)
  0 | -3 | 14 | 7 | -0.9 | -18 | -7 | -1 | 0.3 | i
- COC(=O)c1ccccc1NC(=O)N1CCN(c2ccccc2)CC1
  -1 | -17 | 7 | -3 | -1.8 | 1 | -1 | -4 | 0.0 | i
- CC(=O)c1cccc(N=C2C(=O)Nc3ccccc32)c1
  2 | -10 | 15 | -6 | -0.6 | 3 | -3 | -17 | -2.2 | i
- CC(CCN1C(N(C)C)=NC[C@@H]1C)c1ccccc1 (some centres undefined)
  2 | 6 | 4 | -3 | -0.3 | 0 | -3 | -2 | -2.6 | i
- O=C(Nc1nc2cc3c(cc2s1)OCO3)C1=COCCO1
  -4 | -2 | 9 | -3 | -0.7 | -11 | -5 | 0 | 0.7 | i
- O=C(Nc1ccc2c(c1)OCO2)c1ccc(N2CCCC2)c([N+](=O)[O-])c1
  -2 | -8 | 0 | 0 | -0.8 | -4 | -1 | -15 | 2.6 | i
- N#C/C(=C\C1=C(N2CCOCC2)C(=C\c2ccccc2)/CC1)C(=O)Nc1ccccc1F
  -11 | -2 | 87 | 9 | -0.8 | -176 | -6 | -33 | 11 | i
- O=C(OCCn1c(=S)sc2ccccc21)c1ccccc1
  0 | 1 | -2 | -3 | -0.5 | -2 | -5 | -2 | 0.5 | i
- O=C(Cn1c(=O)oc2ccccc21)Nc1ccc(Cl)cc1Cl
  -1 | -2 | 9 | -6 | -0.5 | -30 | -7 | 1 | -0.6 | i
- O=C(Cn1cnc2cc([N+](=O)[O-])ccc2c1=O)NC1CCS(=O)(=O)C1 (centres undefined)
  -3 | 1 | -7 | -2 | -0.5 | 7 | 24 | -9 | 0.2 | i
- CC(=O)NC(CCS(C)(=O)=O)C(=O)Nc1cccc(C)c1C (centres undefined)
  1 | 1 | -11 | -1 | 0.1 | 2 | -5 | -4 | -1.5 | i
- Cn1ccc(C(=O)OCC(=O)Nc2cccc(Cl)c2)n1
  -2 | -2 | 12 | 4 | -0.5 | -1 | -2 | 3 | -0.3 | i
- Cc1c(CN2CCCCC2)c(O)n(CCO)c(=O)c1C#N
  -1 | 0 | 1 | -2 | -0.4 | 8 | -5 | -1 | 0.0 | i
- CN1C2=NCCN2C(=O)c2cc(Cl)ccc21
  1 | 0 | 5 | -7 | -0.4 | 2 | 11 | 3 | -1.6 | i

# Laid out differently: entries from further up.
SMILES | STEP block | DNMT1 inh | SKN-1 inh | NadD block | TbMetRS inhib | CendR NRP1 mod | Scp-1 inhibitor | SUMO1 PPI mod | LMPTP inh | Neddylation inh
CCCCCn1c(CN2CCN(C)CC2)nc2c1c(=O)n(C)c(=O)n2C | -2 | 4 | 12 | -6 | -0.5 | -1 | -1 | 4 | -0.9 | i
O=C(O)c1ccc(N2C(=O)CC(N3CCN(c4ccc(Cl)cc4)CC3)C2=O)cc1 (centres undefined) | 2 | -1 | -11 | 3 | -0.1 | -5 | -7 | -1 | -2.6 | i
COc1cccc(CN(C)C(=O)c2ccc(Oc3ccccc3)cc2)c1OC | 0 | -1 | 7 | -6 | -0.5 | -1 | -9 | 5 | 0.0 | i

# Structures above shown as hits in CendR NRP1 mod:
# Below each compound – STEP block | DNMT1 inh | SKN-1 inh | NadD block | TbMetRS inhib | CendR NRP1 mod | Scp-1 inhibitor | SUMO1 PPI mod | LMPTP inh | Neddylation inh
- CN(Cc1ccc2c(c1)CCCN2C)C(=O)[C@H]1O[C@@H](n2ccc(=O)[nH]c2=O)[C@H](O)[C@@H]1O
  -4 | 2 | 17 | 3 | -0.7 | 27* | nt | -8 | -0.6 | i

# Shown bar-delimited: entries from further up
structure | STEP block | DNMT1 inh | SKN-1 inh | NadD block | TbMetRS inhib | CendR NRP1 mod | Scp-1 inhibitor | SUMO1 PPI mod | LMPTP inh | Neddylation inh
COC(=O)c1ccccc1NC(=O)N1CCN(c2ccccc2)CC1 | -1 | -17 | 7 | -3 | -1.8 | 1 | -1 | -4 | 0.0 | i
O=C(OCCn1c(=S)sc2ccccc21)c1ccccc1 | 0 | 1 | -2 | -3 | -0.5 | -2 | -5 | -2 | 0.5 | i
Cc1c(CN2CCCCC2)c(O)n(CCO)c(=O)c1C#N | -1 | 0 | 1 | -2 | -0.4 | 8 | -5 | -1 | 0.0 | i
